Screening data: PubChem, National Center for Advancing Translational Sciences (NCATS)
Tau fibril FP: qHTS for Inhibitors of Tau Fibril Formation, Fluorescence Polarization | 280,000 tested, 0.39% active | Potency, µM (highest dose often 57.7 µM), for the others: at the highest dose activity, negative = inhibition, most hits filed as inhibitors | K18 P301L tau heparin fibrillization, Alexa594 FP, 6 h; further: potency means the concentration at half of the fitted maximal effect; on the % scale 0 is the no-effect control and ±100 the full control effect; nearly all actives have a fitted effect of over 55% in size
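Read-out: fluorescence polarization of Alexa 594-labeled tau (0.24 uM), 555 nm excitation, 632 nm emission. Mixtures held 15 uM unlabeled K18 P301L, compound and 20 uM heparin, pH 7 acetate buffer, incubated 6 hr at 37 C.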
aGal spleen mod: qHTS Assay for Inhibitors and Activators of Human alpha-Galactosidase From Spleen Homogenate. human spleen homogenate, 4MU-alpha-Gal fluorescence, 40 min. Potency, µM (top dose mostly 80 µM), inactives show at the highest dose activity change, negative = inhibition, usual class: inhibitors. 240,000 tested, 0.008% active. AID 2107, 2009;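 further: potency means the concentration at half of the fitted maximal effect; 0% = enzyme with vehicle and -100% = no enzyme basal signal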
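Inhibition or activation of alpha-galactosidase in human spleen homogenate is scored by 4-MU fluorescence after 40 min at 37C, pH 5.0, with 1 mM substrate. AC50s come from concentration-response fitted to the Hill equation.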
Epigenetic reg: Quantitative High-Throughput Screen for Regulators of Epigenetic Control. murine LDR cells, GFP reporter derepression, 30 h. 280,000 tested, 0.2% active. AID 1865, 2009. Potency, µM (highest dose often 53.9 µM), for inactives: top-dose GFP activation, usual class: activators; further: potency means the concentration at half of the fitted maximal effect; % of control where 0% means no effect; nearly all actives have a fitted effect of over 60% in size
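Murine LDR cells carrying a silenced, genomically integrated CMV-driven GFP reporter were exposed to compound for 30 hours at 37 C. After PBS washes, GFP-positive cells (20–120 um objects) were counted by laser-scanning microplate cytometry.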
CBFb-RUNX1 inh: qHTS Assay for Compounds Blocking the Interaction Between CBF-beta and RUNX1 for the Treatment of Acute Myeloid Leukemia. Runt-related transcription factor 1 (Homo sapiens) + Core-binding factor subunit beta …. AlphaScreen CBFb-His/RUNX1-biotin binding, biochemical. Potency, µM (titrated, usually from 59.8 µM), for inactives: at the highest dose activity, negative = inhibition, actives largely listed as inhibitors. 230,000 tested, under 10 active. AID 1477, 2009; further: % of control where 0% means no effect
Target sequence (Q01196 whole entry, looked up): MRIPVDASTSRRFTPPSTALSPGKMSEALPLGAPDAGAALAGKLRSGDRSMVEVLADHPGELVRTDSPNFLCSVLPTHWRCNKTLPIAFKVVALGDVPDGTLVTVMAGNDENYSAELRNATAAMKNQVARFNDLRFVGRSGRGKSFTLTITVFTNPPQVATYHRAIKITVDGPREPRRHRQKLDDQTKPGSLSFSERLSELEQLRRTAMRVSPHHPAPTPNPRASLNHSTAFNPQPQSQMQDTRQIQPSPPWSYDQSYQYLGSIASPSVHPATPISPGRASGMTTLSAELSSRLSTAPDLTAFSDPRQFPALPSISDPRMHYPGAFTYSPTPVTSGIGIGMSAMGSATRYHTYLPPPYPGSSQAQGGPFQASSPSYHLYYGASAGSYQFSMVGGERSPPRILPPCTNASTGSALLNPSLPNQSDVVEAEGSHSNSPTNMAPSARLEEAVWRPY
Target sequence (Q13951 whole entry, looked up): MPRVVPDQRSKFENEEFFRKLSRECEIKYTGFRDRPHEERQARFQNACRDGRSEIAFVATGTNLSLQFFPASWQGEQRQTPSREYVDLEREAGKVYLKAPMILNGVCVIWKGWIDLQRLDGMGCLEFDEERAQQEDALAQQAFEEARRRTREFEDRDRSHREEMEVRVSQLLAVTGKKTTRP
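AlphaScreen binding: CBFb-His and RUNX1-biotin (30 nM each) preincubated 20 min, compound added for 15 min, then nickel and streptavidin beads for 90 min, all at room temperature. Disruption of the interaction by any mechanism counts as activity.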
Tau fluor counter: Counterscreen qHTS for Inhibitors of Tau Fibril Formation, Fluorescence Polarization | AID 1463, 2008 | 280,000 tested, 0.93% active | tau K18 P301L (four-repeat tau fragment) Alexa594 fluorescence, heparin fibrillization | Potency, µM (top dose mostly 57.7 µM), without a hit: at the highest dose activity change, negative = decrease; further: potency means the concentration at half of the fitted maximal effect; on the % scale 0 is the no-effect control and ±100 the full control effect; nearly all actives have a fitted effect of over 55% in size
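Human K18 P301L tau (15 uM unlabeled plus 0.24 uM Alexa 594-labeled, final) in 100 mM sodium acetate pH 7 was mixed with compound and 20 uM heparin and incubated 6 hr at 37 C.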
NPSR antagonist: qHTS Assay for Antagonists of the Neuropeptide S Receptor: cAMP Signal Transduction | AID 1461, 2008 | CHO-NPSR cells, cAMP TR-FRET, antagonist mode | Potency, µM (series often up to 38.3 µM), inactives show at the top dose activity change, negative = inhibition, actives largely listed as inhibitors | 220,000 tested, 1% active; further: potency means the concentration at half of the fitted maximal effect; on the % scale 0 is the no-effect control and ±100 the full control effect; nearly all actives have a fitted effect of over 50% in size; many of its hits are not listed in these tables
Target sequence (Q6W5P4 whole entry, looked up): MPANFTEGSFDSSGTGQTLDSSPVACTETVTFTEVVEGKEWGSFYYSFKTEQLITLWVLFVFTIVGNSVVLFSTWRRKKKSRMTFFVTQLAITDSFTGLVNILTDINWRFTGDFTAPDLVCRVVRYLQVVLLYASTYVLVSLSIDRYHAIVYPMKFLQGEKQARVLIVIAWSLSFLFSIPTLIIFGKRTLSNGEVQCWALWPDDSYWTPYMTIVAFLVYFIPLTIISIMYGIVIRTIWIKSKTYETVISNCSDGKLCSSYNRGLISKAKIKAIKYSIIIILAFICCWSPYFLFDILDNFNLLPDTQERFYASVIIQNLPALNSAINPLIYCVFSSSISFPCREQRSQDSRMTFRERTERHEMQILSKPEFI
TexasRed fluor: Total Fluorescence Counterscreen for Inhibitors of the Interaction of Thyroid Hormone Receptor and Steroid Receptor Coregulator 2. Potency, µM (doses to about 106 µM), for inactives: top-dose fluorescence change, negative = quenching. AID 1479, 2009. 280,000 tested, 0.29% active. TRb/SRC2 Texas Red total fluorescence interference; active means well fitted curve in either direction with a large enough effect; inconclusive means small, poorly fitted or top-dose-only effect; further: potency means the concentration at half of the fitted maximal effect; on the % scale 0 is the no-effect control and ±100 the full control effect
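Flags fluorescent or light-absorbing compounds by total fluorescence, S + 2P, at 555 nm excitation and 632 nm emission. Mixture: 20 nM Texas Red SRC2 peptide, 0.6 uM human TRb LBD, 1 uM T3, 5% DMSO; compound exposure 5 h at ambient temperature.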
TRb-SRC2 inh: qHTS for Inhibitors of the Interaction of Thyroid Hormone Receptor and Steroid Receptor Coregulator 2 | Thyroid hormone receptor beta (Homo sapiens), P10828 | TRbeta-SRC2 peptide binding, fluorescence polarization; receptor liganded with 1 µM T3 | Potency, µM (highest dose often 106 µM), inactives show at the top dose activity change, negative = inhibition, hits mostly inhibitors | 280,000 tested, 0.065% active | AID 1469, 2008;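 further: potency means the concentration at half of the fitted maximal effect; plate controls were bound peptide for no effect and peptide without receptor for full effect; nearly all actives have a fitted effect of over 50% in size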
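A fluorescence polarization screen tested compounds at multiple concentrations against complex formation between 0.6 uM TRb ligand-binding domain and 20 nM Texas Red SRC2 peptide, with 1 uM T3 present; readout after 5 hr.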
* hit, by the source's call; [ ] = dose if it differs, or a comment. Unless noted, the call rests on the fitted dose curve; in most records, active means well fitted curve in the direction sought with a large enough effect; inconclusive means small, poorly fitted or top-dose-only effect, or another doubt; inactive means no such curve, though single readings can be large; an effect the other way counts as inactive or inconclusive.

How did CCOc1cc2[nH]c(=S)n(CCN3CCCCC3CC)c(=O)c2cc1OCC (stereo not given) do in these assays?
Tau fibril FP: 1%; aGal spleen mod: -2%; Epigenetic reg: -0.2%; CBFb-RUNX1 inh: -2%; Tau fluor counter: -17%; NPSR antagonist: 3%[46.1 µM]; TexasRed fluor: -2%; TRb-SRC2 inh: -1%

Results for O=C(COc1cccc(F)c1)N1c2ccccc2Sc2ccccc21 ?
Tau fibril FP: 0%; aGal spleen mod: 5%; Epigenetic reg: -0.9%; CBFb-RUNX1 inh: 11%; Tau fluor counter: -26%; NPSR antagonist: inconclusive; TexasRed fluor: -4%; TRb-SRC2 inh: 8%

How did COc1ccc(NC(C)=O)cc1NC(C)C(=O)Nc1cccc2ccccc12 (stereo not given) do in these assays?
Tau fibril FP: 12%; aGal spleen mod: 1%; Epigenetic reg: 0.0%; CBFb-RUNX1 inh: -7%; Tau fluor counter: -17%; NPSR antagonist: inconclusive; TexasRed fluor: -2%; TRb-SRC2 inh: 3%

How did COc1cc2c(cc1OC)C(c1ccc(F)cc1)N(c1ccc(F)cc1)C(=O)C2 (stereo not given) do in these assays?
Tau fibril FP: -7%; Epigenetic reg: -1.9%; Tau fluor counter: -23%; TexasRed fluor: 6%; TRb-SRC2 inh: 1%

How did Cc1cc(C)c2cc(CN(CCN3CCCC3)C(=O)Nc3ccc(F)cc3)c(=O)[nH]c2c1 do in these assays?
Tau fibril FP: inconclusive; aGal spleen mod: -2%; Epigenetic reg: 1.9%; CBFb-RUNX1 inh: 2%; Tau fluor counter: -20%; NPSR antagonist: -13%[46.1 µM]; TexasRed fluor: -2%; TRb-SRC2 inh: -6%

How did COc1ccccc1-c1c(C)nn2c(C(F)(F)F)cc(-c3ccccc3)nc12 do in these assays?
Tau fibril FP: -10%; Epigenetic reg: -1.0%; Tau fluor counter: -24%; TexasRed fluor: 1%; TRb-SRC2 inh: -3%

Results for COc1ccc(CN(CC(=O)NC2CCCC2)C(=O)c2ccc(-c3ccccc3)[nH]2)cc1 ?
Tau fibril FP: 9%; aGal spleen mod: -11%; Epigenetic reg: -0.1%; CBFb-RUNX1 inh: -18%; Tau fluor counter: -15%; NPSR antagonist: -49%; TexasRed fluor: -5%; TRb-SRC2 inh: -1%

How did O=C(Cn1cnc2c(nnn2-c2ccccc2)c1=O)NCc1ccco1 do in these assays?
Tau fibril FP: -7%; aGal spleen mod: 11%; Epigenetic reg: 0.1%; CBFb-RUNX1 inh: 5%; Tau fluor counter: -4%; NPSR antagonist: 3%[46.1 µM]; TexasRed fluor: -2%; TRb-SRC2 inh: -12%

Results for COc1ccc2cc3cc(C(=O)NCc4ccc(C)cc4)oc3nc2c1 ?
Tau fibril FP: -12%; Epigenetic reg: -0.4%; Tau fluor counter: -7%; TexasRed fluor: 0%; TRb-SRC2 inh: -4%

What do the screens show for `COc1ccc(OC)c(S(=O)(=O)Nc2ccc(C(N)=O)cc2)c1`?
Tau fibril FP: 6%; aGal spleen mod: -1%; Epigenetic reg: 1.1%; CBFb-RUNX1 inh: 5%; Tau fluor counter: 11%; NPSR antagonist: -14%[46.1 µM]; TexasRed fluor: 0%; TRb-SRC2 inh: -4%

What do the screens show for `CN(C)c1ccc(N/C=C/C(=O)c2ccco2)cc1`?
Tau fibril FP: inconclusive; aGal spleen mod: 1%; Epigenetic reg: 4.1%; CBFb-RUNX1 inh: -13%; Tau fluor counter: inconclusive; NPSR antagonist: inconclusive; TexasRed fluor: 0%; TRb-SRC2 inh: -14%

What do the screens show for `Cc1cc(=O)[nH]c2nnc(SCC(N)=O)n12`?
Tau fibril FP: -6%; Epigenetic reg: 0.0%; Tau fluor counter: 1%; TexasRed fluor: -2%; TRb-SRC2 inh: -9%

How did O=c1[nH][nH]c(C(F)(F)F)c1C=NCc1ccccc1Cl do in these assays?
Tau fibril FP: -10%; aGal spleen mod: 1%; Epigenetic reg: -0.3%; CBFb-RUNX1 inh: -1%; Tau fluor counter: -7%; NPSR antagonist: -1%[46.1 µM]; TexasRed fluor: 1%; TRb-SRC2 inh: 3%

How did Cc1ccc(CNC(=O)CSCc2nc(-c3ccc(Cl)cc3)oc2C)cc1 do in these assays?
Tau fibril FP: 1%; Epigenetic reg: 0.0%; Tau fluor counter: -5%; TexasRed fluor: 3%; TRb-SRC2 inh: -4%

What do the screens show for `COC(=O)c1ccc(OC(=O)C2CC(=O)N(c3ccc(C)cc3C)C2)cc1` (stereo not given)?
Tau fibril FP: 16%; aGal spleen mod: -2%; Epigenetic reg: 0.0%; CBFb-RUNX1 inh: 6%; Tau fluor counter: -5%; NPSR antagonist: 3%[46.1 µM]; TexasRed fluor: -2%; TRb-SRC2 inh: -2%

How did CCCN(Cc1cccs1)C(=O)Nc1ccc(F)c(Cl)c1 do in these assays?
Tau fibril FP: -2%; Epigenetic reg: -3.3%; Tau fluor counter: -4%; TexasRed fluor: 1%; TRb-SRC2 inh: 0%

How did O=C(CSc1nnc(-c2cccs2)n1-c1ccccc1)NCc1ccco1 do in these assays?
Tau fibril FP: 4%; aGal spleen mod: 1%; Epigenetic reg: 2.4%; CBFb-RUNX1 inh: 6%; Tau fluor counter: 3%; NPSR antagonist: -15%[46.1 µM]; TexasRed fluor: 3%; TRb-SRC2 inh: 1%

How did CSc1nc2c(c(=O)[nH]1)C(c1cccc(F)c1F)CC(=O)N2 (stereo not given) do in these assays?
Tau fibril FP: 10%; Epigenetic reg: 4.8%; Tau fluor counter: 3%; TexasRed fluor: 6%; TRb-SRC2 inh: 0%

What do the screens show for `Cc1ccc(-c2nc(-c3cc4cccc(OCc5cccc(C)c5)c4oc3=O)no2)cc1`?
Tau fibril FP: -3%; Epigenetic reg: inconclusive; Tau fluor counter: -25%; TexasRed fluor: -1%; TRb-SRC2 inh: -6%

How did COc1ccc(/C=C\c2onc(C)c2S(=O)(=O)N2CCC(C(=O)Nc3ccc(F)cc3F)CC2)cc1 do in these assays?
Tau fibril FP: inconclusive; Epigenetic reg: 4.7%; Tau fluor counter: -23%; TexasRed fluor: 1%; TRb-SRC2 inh: -11%

The last 2 compounds of the part above lead into the next.
What do the screens show for `Cc1ccc(-c2nc(-c3cc4cccc(OCc5cccc(C)c5)c4oc3=O)no2)cc1`?
Tau fibril FP: -3%; Epigenetic reg: inconclusive; Tau fluor counter: -25%; TexasRed fluor: -1%; TRb-SRC2 inh: -6%

How did COc1ccc(/C=C\c2onc(C)c2S(=O)(=O)N2CCC(C(=O)Nc3ccc(F)cc3F)CC2)cc1 do in these assays?
Tau fibril FP: inconclusive; Epigenetic reg: 4.7%; Tau fluor counter: -23%; TexasRed fluor: 1%; TRb-SRC2 inh: -11%

Results for COc1cc(Nc2ncc3c(n2)CCN(Cc2ccc(OC(C)C)c(OC)c2)C3)cc(OC)c1 ?
Tau fibril FP: 11%; Epigenetic reg: -5.6%; Tau fluor counter: inconclusive; TexasRed fluor: -3%; TRb-SRC2 inh: -1%

How did Cc1oc(-c2ccccc2)cc1C(=O)NCc1ccncc1 do in these assays?
Tau fibril FP: -5%; aGal spleen mod: 2%; Epigenetic reg: 5.1%; CBFb-RUNX1 inh: -2%; Tau fluor counter: -15%; NPSR antagonist: -13%; TexasRed fluor: -1%; TRb-SRC2 inh: 10%

How did Cc1cc(=O)[nH]c2nnc(SCc3ccc(Cl)c(Cl)c3)n12 do in these assays?
Tau fibril FP: -3%; Epigenetic reg: -0.2%; Tau fluor counter: -1%; TexasRed fluor: -1%; TRb-SRC2 inh: -2%

Results for O=C1CSC(=O)N1CCOCCN1C(=O)CSC1=O ?
Tau fibril FP: 7%; aGal spleen mod: 8%; Epigenetic reg: -3.0%; CBFb-RUNX1 inh: -1%; Tau fluor counter: 7%; NPSR antagonist: 8%[46.1 µM]; TexasRed fluor: -5%; TRb-SRC2 inh: -7%

How did Cc1cccc(C(=O)Nc2nnc(-c3ccc(C(C)(C)C)cc3)s2)c1 do in these assays?
Tau fibril FP: 0%; aGal spleen mod: -8%; Epigenetic reg: -0.6%; CBFb-RUNX1 inh: 3%; Tau fluor counter: -1%; NPSR antagonist: -2%[46.1 µM]; TexasRed fluor: 0%; TRb-SRC2 inh: -16%

Results for COc1ccc(CCNC(=O)c2cc3c(=O)n(C)c4ccccc4c3n2C)c(OC)c1 ?
Tau fibril FP: 0%; aGal spleen mod: 2%; Epigenetic reg: 0.0%; CBFb-RUNX1 inh: 1%; Tau fluor counter: -16%; NPSR antagonist: -14%; TexasRed fluor: 3%; TRb-SRC2 inh: -4%

How did O=C(N/N=C/c1ccc(N2CCOCC2)o1)c1cccc(C(F)(F)F)c1 do in these assays?
Tau fibril FP: -2%; aGal spleen mod: -2%; Epigenetic reg: inconclusive; CBFb-RUNX1 inh: -3%; Tau fluor counter: -5%; NPSR antagonist: inconclusive; TexasRed fluor: -1%; TRb-SRC2 inh: -3%

How did Cc1ccc(C)c(N2CCN(c3ncnc4onc(C)c34)CC2)c1 do in these assays?
Tau fibril FP: -9%; Epigenetic reg: 0.0%; Tau fluor counter: -20%; TexasRed fluor: -2%; TRb-SRC2 inh: -3%

How did Cc1cc(C)nc(NS(=O)(=O)c2ccc(NC(=O)Cc3ccccc3)cc2)n1 do in these assays?
Tau fibril FP: -1%; aGal spleen mod: 8%; Epigenetic reg: -0.1%; CBFb-RUNX1 inh: 9%; Tau fluor counter: -5%; NPSR antagonist: -10%; TexasRed fluor: -1%; TRb-SRC2 inh: 0%

This is a subset, so the mix of outcomes need not match the whole.
